S100A4 MyoIIA – S100A4-myosin IIA interaction inhibition | S100A4/TAMRA-MyoIIA peptide fluorescence polarization | inhibition, % at 10.7 µM | actives 0.14% (n = 360,000) | AID 652163;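 active = mean inhibition of at least 70% across replicates, with every replicate also reaching that level; inconclusive = mean inhibition reaches 70% but some replicates fall short; inactive = mean inhibition below 70%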
Target sequence (P26447 whole entry, looked up): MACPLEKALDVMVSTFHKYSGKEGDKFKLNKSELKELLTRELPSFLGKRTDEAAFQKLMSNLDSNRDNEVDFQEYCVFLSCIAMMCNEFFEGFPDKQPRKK
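Assay system: human S100A4 monomer with TAMRA-labelled myosin IIA peptide / Buffer or medium: Calcium-containing HEPES buffer, pH 7.2 / Reagent: TAMRA-labelled myosin IIA heavy-chain peptide probe, 5 nM / Compound: one dose per compound / Timing: polarization read 5 min after assay mix addition, stable 5–60 min / Benchmarks: neutral control DMSO, positive control TFP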
E-sel inducer – E-selectin induction on HUVECs. P16581. HUVEC E-selectin immunofluorescence imaging; normalized: neutral wells 0, TNF-alpha wells 100. activation, % at 7.58 µM. actives 0.37% (n = 260,000). AID 686992;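 active = mean E-selectin-positive cell signal at least 10% of the positive control, reached in at least 60% of replicates, without over 20% cell loss; inconclusive = no rule given, readout overlaps actives, possibly toxicity-flagged; inactive = the rest, including those meeting only one limit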;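 also: in these data hits start at about 27%; measured in HUVEC primary endothelial cells; signal is the percent of cells scored E-selectin positive by PE staining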
Target sequence (P16581 whole entry, looked up): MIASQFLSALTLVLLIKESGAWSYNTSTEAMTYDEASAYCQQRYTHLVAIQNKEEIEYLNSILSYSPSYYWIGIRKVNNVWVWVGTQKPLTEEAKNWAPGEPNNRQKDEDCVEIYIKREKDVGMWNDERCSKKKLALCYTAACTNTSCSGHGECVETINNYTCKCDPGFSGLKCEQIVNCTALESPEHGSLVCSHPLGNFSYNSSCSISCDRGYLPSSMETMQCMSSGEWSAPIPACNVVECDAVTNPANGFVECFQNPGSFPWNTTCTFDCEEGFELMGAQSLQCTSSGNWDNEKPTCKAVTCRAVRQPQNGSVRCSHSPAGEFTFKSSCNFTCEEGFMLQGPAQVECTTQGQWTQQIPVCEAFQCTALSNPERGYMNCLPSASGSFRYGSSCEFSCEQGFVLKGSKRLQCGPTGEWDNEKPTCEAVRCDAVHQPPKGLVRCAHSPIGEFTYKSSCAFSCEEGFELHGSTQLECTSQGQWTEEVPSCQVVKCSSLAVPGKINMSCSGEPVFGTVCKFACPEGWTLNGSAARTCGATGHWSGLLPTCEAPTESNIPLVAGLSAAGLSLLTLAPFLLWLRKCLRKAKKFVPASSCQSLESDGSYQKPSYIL
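Material: HUVEC primary endothelial cells; Amount: 3,000 cells per well; Dosing: single concentration; Medium: EGM-2 growth medium on 0.1% gelatin-coated wells; Read-out basis: percent E-selectin-positive cells; Signal: immunofluorescence imaging; Control set: TNF-alpha, DMSO.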
FN deposition inh – fibronectin deposition inhibition. AH1F fibroblasts, Alexa488-fibronectin deposition fluorescence, overnight. actives 0.086% (n = 350,000). AID 743247. inhibition, % at 12.6 µM;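 active = mean inhibition across replicates of 30% or more, regardless of how many single replicates reach that level; inconclusive = mean under 30% yet at least half of replicates reach 30%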;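 also: positive control wells lacked labelled fibronectin entirely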
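Assay system: AH1F fibroblasts / Quantity: 10000 cells per well / Medium: DMEM plus 2% serum, read in PBS / Reagent: labelled fibronectin 24 nM / Dosing: single dose, pinned / Times: 1 h cell attachment, overnight exposure to compound and label / Signal: fluorescence, ex 485 nm, em 525 nm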
RAD54 branch – inhibitors of human RAD54 branch migration | RAD54 Holliday junction branch migration, FAM/BHQ fluorescence | inhibition, % at 10.4 µM | actives 0.14% (n = 360,000) | AID 602329;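 active = mean normalized replicate activity at least 40 and at least half of replicates scoring 40 or more; inconclusive = only one of the two criteria met; inactive = mean below 40 and under half of replicates reaching 40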;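 also: 0% = median of neutral control wells and 100% = median of positive control wells; inhibitors cause a drop in the FAM fluorescence signal; in these data hits start at about 50%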
EWS-Fli block – EWS/Fli transcriptional activity inhibition | A673 NR0B1-luciferase reporter, viability-normalised | inhibition, % at 12.6 µM | actives 0.67% (n = 350,000) | AID 651661;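 active = mean inhibition of at least 50% after viability correction, with every replicate also passing that limit; inconclusive = mean reaches 50% but only one of two replicates passes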;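 also: firefly luciferase signal divided by Alamar Blue viability fluorescence both relative to DMSO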
esBAF inh – SWI/SNF esBAF complex inhibition. reporter increase, % at 12.5 µM. actives 2% (n = 350,000). mouse ES cells, Bmi1-luciferase knock-in reporter, 24 h; 100% = twice the neutral-well signal. AID 602393; in the data active = activation above about 40%; inconclusive = no clear call, values can overlap the other calls;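 also: 0% = median of the plate's neutral control wells and 100% = double that signal; a rise in the Bmi1 reporter signal indicates esBAF inhibition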
XiGFP reactiv – activators of X-chromosome reactivation in mouse fibroblasts. XiGFP mouse fibroblasts, % GFP-positive cells imaging, 3 d; cells co-treated with 5-aza-dC sensitizer; scaled so ellipticine positive control = 100%. activation, % at 7.58 µM. actives 0.055% (n = 360,000);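 active = mean normalized replicate activation at least 10% and every replicate at or above 10%; inconclusive = only one of the two criteria met; inactive = mean below 10% and not all replicates reach 10%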;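 also: 0% = median of on-plate neutral control wells and 100% = ellipticine 6 µM median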
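Material: XiGFP fibroblasts, SV40-immortalized; Buffer or medium: DMEM containing 5-aza-dC; Compound dosing: single point; Times: 3 days compound exposure.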
RAD52 inh – RAD52 (human) annealing inhibition; P43351; recombinant RAD52 DNA annealing, FRET fluorescence; inhibition, % at 18.7 µM; actives 0.46% (n = 360,000); AID 651710;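 active = every replicate showing at least 50% inhibition; inconclusive = mean inhibition at least 50% but not in every replicate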
* = called active by the depositor.

CCOC(=O)c1cnn2c(N)c(C#N)cnc12 was read as S100A4 MyoIIA -5.0, E-sel inducer 1.8, FN deposition inh 5.0, EWS-Fli block 0.3, esBAF inh 4.2, XiGFP reactiv 0.2 and RAD52 inh -5.7.
COc1ccc2cc([C@H](C)C(=O)N(C)Cc3ccccc3N3CCCC3)ccc2c1 was read as S100A4 MyoIIA -30.3, FN deposition inh 5.6, RAD54 branch -4.4, EWS-Fli block 24.6, esBAF inh -10.8, XiGFP reactiv 0.0 and RAD52 inh -160.9.
Screening OC[C@@H]1[C@@H](c2ccc(-c3ccc(F)cc3)cc2)[C@H]2CN(CCC(F)(F)F)CCCCN12 returned S100A4 MyoIIA -4.3, E-sel inducer -0.1, RAD54 branch -2.4, XiGFP reactiv 0.3 and RAD52 inh -1.0.
`COC(=O)C1=C(C)N(Cc2ccccc2C(F)(F)F)C(=NCc2ccc3c(c2)OCO3)NC1c1ccccc1C(F)(F)F` (stereo not given) gave S100A4 MyoIIA -0.2, E-sel inducer -0.2, FN deposition inh -1.4, EWS-Fli block 4.4, XiGFP reactiv 0.1 and RAD52 inh 0.6.
`CC(C)NC(=O)Nc1ccc2c(c1)C(=O)N([C@H](C)CO)C[C@H](C)[C@H](CN(C)C(=O)Nc1ccc(F)cc1)OCCCC[C@@H](C)O2` gave S100A4 MyoIIA -7.4, FN deposition inh 3.6, RAD54 branch 3.4, EWS-Fli block 1.5, esBAF inh 1.9, XiGFP reactiv 0.2 and RAD52 inh -2.3.
CO[C@@H]1CN(C)C(=O)c2ccc(NC(=O)C3CCC3)cc2OC[C@@H](C)N(CC2CCCCC2)C[C@H]1C was read as S100A4 MyoIIA 67.2, E-sel inducer -0.1, FN deposition inh 2.5, EWS-Fli block -1.9, XiGFP reactiv -0.2 and RAD52 inh 19.5.
`Cc1nc(SCC(=O)Nc2nc3ccccc3s2)n[nH]1` gave S100A4 MyoIIA -1.4, E-sel inducer 1.8, FN deposition inh -0.4, RAD54 branch 0.0, EWS-Fli block -39.7, esBAF inh inconclusive, XiGFP reactiv 0.3 and RAD52 inh -5.7.
For C=CCNc1oc(C2CCCC2)nc1C#N the results were S100A4 MyoIIA 10.0, E-sel inducer -0.1, FN deposition inh -5.0, RAD54 branch -2.3, EWS-Fli block -2.3, esBAF inh -6.6, XiGFP reactiv -0.1 and RAD52 inh -3.8.
O=C(O)c1ccc(-n2cccc2/C=N\NC(=O)c2cc3cc(Br)ccc3o2)cc1 was read as S100A4 MyoIIA 6.7, E-sel inducer 0.0, FN deposition inh -5.9, RAD54 branch -2.1, EWS-Fli block 4.7, esBAF inh 6.7, XiGFP reactiv -0.1 and RAD52 inh -11.4.
`Cc1ccccc1C1NS(=O)(=O)N=C1N` (stereo not given) gave E-sel inducer -2.7, FN deposition inh 14.0, RAD54 branch -20.3 and esBAF inh -0.8.
CC1(C)CC(=O)c2c(-c3cccnc3)n[nH]c2C1 was read as S100A4 MyoIIA -6.6, RAD54 branch -4.4, esBAF inh -2.8 and RAD52 inh -0.2.
For O=C(Nc1ccccc1)c1ccc(S(=O)(=O)Nc2cccc(O)c2)cc1 the results were S100A4 MyoIIA 9.0, E-sel inducer -0.1, RAD54 branch 11.8, esBAF inh -2.5, XiGFP reactiv 0.0 and RAD52 inh -11.4.

Retrieved by structure from the list above, 2 records:
`CC(C)NC(=O)Nc1ccc2c(c1)C(=O)N([C@H](C)CO)C[C@H](C)[C@H](CN(C)C(=O)Nc1ccc(F)cc1)OCCCC[C@@H](C)O2` gave S100A4 MyoIIA -7.4, FN deposition inh 3.6, RAD54 branch 3.4, EWS-Fli block 1.5, esBAF inh 1.9, XiGFP reactiv 0.2 and RAD52 inh -2.3.
`Cc1nc(SCC(=O)Nc2nc3ccccc3s2)n[nH]1` gave S100A4 MyoIIA -1.4, E-sel inducer 1.8, FN deposition inh -0.4, RAD54 branch 0.0, EWS-Fli block -39.7, esBAF inh inconclusive, XiGFP reactiv 0.3 and RAD52 inh -5.7.

Next section.
Screening COc1ccc(NS(=O)(=O)c2ccc(Oc3c(C#N)cccc3C#N)cc2)cc1 returned S100A4 MyoIIA -5.1, E-sel inducer 3.6, FN deposition inh 8.4, EWS-Fli block 21.8, XiGFP reactiv 0.4 and RAD52 inh -4.6.
CCN(CC)S(=O)(=O)c1cc(NS(=O)(=O)c2cccc(C(=O)O)c2)ccc1C was read as S100A4 MyoIIA 0.1, FN deposition inh -4.5, RAD54 branch 3.0, EWS-Fli block 7.0, esBAF inh -7.4, XiGFP reactiv 0.0 and RAD52 inh -11.2.
For CC=Cc1ccc2n(c1=O)C[C@H]1[C@H](CO)[C@@H](C(=O)NCc3ccc4c(c3)OCO4)[C@@H]2N1C(C)=O (mixture of isomers) the results were S100A4 MyoIIA 2.4, E-sel inducer 0.1, RAD54 branch 4.0, EWS-Fli block -0.4, esBAF inh -0.9, XiGFP reactiv 0.1 and RAD52 inh 3.8.
`Cc1ccc(-n2c(O)c(C=Nc3ccccc3-c3n[nH]c(=S)[nH]c3=O)c3ccccc3c2=O)cc1C` gave S100A4 MyoIIA 2.0, FN deposition inh -0.5, EWS-Fli block 14.7, XiGFP reactiv 0.2 and RAD52 inh -14.6.
For COC(=O)[C@@H]1CC(O)CN1C(=O)C12CC3CC(CC(C3)C1)C2 (stereo not given in full) the results were S100A4 MyoIIA 1.2, FN deposition inh -0.9, RAD54 branch 6.2, EWS-Fli block 7.6, esBAF inh 0.4, XiGFP reactiv 0.0 and RAD52 inh -1.2.
O=C1CN(S(=O)(=O)Cc2ccccc2)C[C@H]2[C@@H](c3ccc(C#CCC4CCCC4)cc3)[C@H](CO)N12 was read as S100A4 MyoIIA inconclusive, E-sel inducer -0.4, EWS-Fli block -0.8, XiGFP reactiv 0.1 and RAD52 inh -33.1.
Screening CN(Cc1cnccn1)C(=O)CC1C(=O)NCCN1Cc1c(F)cccc1Cl (stereo not given) returned S100A4 MyoIIA -13.0, FN deposition inh 5.1, RAD54 branch 12.3, EWS-Fli block -2.0, esBAF inh -2.4, XiGFP reactiv -0.1 and RAD52 inh 8.0.
`CCOc1cccc(-c2ccc3nncn3c2)c1` gave S100A4 MyoIIA 4.3, E-sel inducer 0.3, FN deposition inh -6.4, RAD54 branch 0.6, EWS-Fli block -8.9, esBAF inh 4.4, XiGFP reactiv 0.0 and RAD52 inh -11.9.
`N#C/C(=C\c1cc2ccccc2nc1N1CCCCC1)C(N)=O` gave S100A4 MyoIIA 0.0, FN deposition inh 13.6, EWS-Fli block -24.6, XiGFP reactiv -0.1 and RAD52 inh -8.3.
COC(=O)c1ccccc1NS(=O)(=O)c1ccc(NC(C)=O)cc1 was read as S100A4 MyoIIA 9.4, FN deposition inh 3.7, RAD54 branch 3.1, EWS-Fli block 4.4, esBAF inh -4.4, XiGFP reactiv 0.0 and RAD52 inh -16.6.
Screening c1cc(-c2cc3nc(NC4CCCCC4)ccn3n2)ccc1OCCN1CCOCC1 returned S100A4 MyoIIA -3.1, E-sel inducer -0.1, RAD54 branch -10.0, EWS-Fli block -6.6, esBAF inh 50.3*, XiGFP reactiv 0.0 and RAD52 inh 6.6.
For COc1ccc(/C=C/C(=O)c2sc(-c3ccccc3)nc2C)cc1 the results were E-sel inducer -1.9, FN deposition inh 1.0, RAD54 branch 2.6 and esBAF inh -5.8.
O=C(O)c1ccccc1NS(=O)(=O)c1ccc(N/N=C/c2ccc(O)c(O)c2)c([N+](=O)[O-])c1 was read as S100A4 MyoIIA 2.6, FN deposition inh -11.3, RAD54 branch -17.1, EWS-Fli block -11.8, esBAF inh -5.8, XiGFP reactiv 0.4 and RAD52 inh 11.2.
Screening O=C(CCNS(=O)(=O)c1ccccc1)NNC(=O)COc1ccc(Cl)cc1 returned S100A4 MyoIIA -8.3, E-sel inducer -0.3, FN deposition inh -1.1, RAD54 branch -5.2, EWS-Fli block -0.8, esBAF inh -6.0, XiGFP reactiv 0.1 and RAD52 inh 1.0.
O=C(NC1CCCC1)C(c1ccc(F)cc1)N(Cc1ccc(Cl)cc1)C(=O)CCl (stereo not given) was read as S100A4 MyoIIA 51.8, FN deposition inh 1.2, RAD54 branch -11.0, EWS-Fli block -1.1, XiGFP reactiv 0.1 and RAD52 inh -16.2.
Screening Cc1noc(C)c1NC(=O)N(C)C[C@H]1OCCCC[C@H](C)Oc2ccc(NS(=O)(=O)c3ccccc3)cc2C(=O)N([C@H](C)CO)C[C@@H]1C returned S100A4 MyoIIA -3.4, E-sel inducer -0.2, FN deposition inh -3.3, RAD54 branch -1.0, EWS-Fli block -6.6, esBAF inh -4.5, XiGFP reactiv 0.0 and RAD52 inh 10.4.
For O=C(C[C@@H]1C=C[C@@H](NS(=O)(=O)c2ccc(F)cc2)[C@H](CO)O1)NCc1ccc(Cl)c(Cl)c1 the results were S100A4 MyoIIA -2.6, E-sel inducer -0.4, RAD54 branch -4.5, EWS-Fli block 1.7, esBAF inh 16.3, XiGFP reactiv 0.0 and RAD52 inh -6.4.
Cc1ccc(N(C)S(=O)(=O)c2csc(C(N)=O)c2)cc1C was read as S100A4 MyoIIA 1.0, E-sel inducer -0.1, FN deposition inh -1.7, RAD54 branch 0.0, EWS-Fli block -15.8, esBAF inh 10.5, XiGFP reactiv 0.1 and RAD52 inh -6.2.
Screening O=C(Cc1ccc(-n2c(=O)c3ccccc3n(Cc3ccc(F)cc3)c2=O)cc1)NCC1CCCO1 (stereo not given) returned S100A4 MyoIIA -1.4, E-sel inducer -0.4, FN deposition inh 13.7, RAD54 branch 5.6, EWS-Fli block -2.3, esBAF inh 12.5, XiGFP reactiv 0.1 and RAD52 inh -10.5.
O=C(/C=C/c1ccccc1)Nc1cc(S(=O)(=O)N2CCOCC2)ccc1N1CCOCC1 was read as S100A4 MyoIIA -1.5, E-sel inducer 0.6, FN deposition inh -1.6, RAD54 branch 11.3, EWS-Fli block 8.2, esBAF inh -3.2, XiGFP reactiv 0.3 and RAD52 inh -7.8.
`Cc1cc(S(=O)(=O)NCc2ccccc2)ccc1OCC(=O)NCc1ccccn1` gave S100A4 MyoIIA 0.2, FN deposition inh -14.0, RAD54 branch -6.3, esBAF inh 0.1, XiGFP reactiv 0.1 and RAD52 inh -2.4.
COCCN(C(=O)CSc1nncn1-c1ccccc1)c1c(N)n(Cc2ccccc2)c(=O)[nH]c1=O was read as S100A4 MyoIIA -5.3, FN deposition inh -0.8, EWS-Fli block 3.7, XiGFP reactiv 0.0 and RAD52 inh -7.1.
COc1cc(Cl)ccc1OCc1cc(C(=O)N(C)Cc2cccc3cnccc23)no1 was read as S100A4 MyoIIA -8.4, E-sel inducer -0.3, FN deposition inh 2.3, RAD54 branch -11.3, esBAF inh 71.0*, XiGFP reactiv 0.4 and RAD52 inh -65.3.
For Cc1ccc(NC(=O)C(=O)NCc2ccc(/C=N/NC(=O)c3c(C)nc4ccccn34)o2)cc1 the results were S100A4 MyoIIA -4.5, FN deposition inh -6.8, RAD54 branch -2.0, EWS-Fli block -21.8, XiGFP reactiv 0.1 and RAD52 inh -4.5.

Screening results as filed in PubChem BioAssay.
